ALOX15 inhib: inhibitors of human 15-lipoxygenase (ALOX15); P16050; Potency, µM (top dose mostly 57.1 µM), for the others: at the top dose activity change, negative = inhibition, actives largely listed as inhibitors; AID 887; 74,000 tested, 1.4% active; purified 15hLO-1, xylenol orange hydroperoxide absorbance; further: potency means the concentration at half of the fitted maximal effect; on the % scale 0 is the no-effect control and ±100 the full control effect; nearly all actives have a fitted effect of over 55% in size
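Compounds were preincubated 15 min at room temperature with 40 nM purified human enzyme (25 mM Hepes pH 7.5, 0.01% Triton X-100); 50 uM arachidonic acid reacted 6 min. Fe-xylenol orange detection, 30 min, absorbance ratio 573/405 nm.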
BRCT PPI red: BRCT-phosphoprotein interaction inhibition (red fluorophore); P38398; BRCT-phosphopeptide binding, red fluorescence polarization; Potency, µM (top dose mostly 76.9 µM), without a hit: top-dose activity change, negative = inhibition, most hits filed as inhibitors; 75,000 tested, 0.03% active; AID 892; further: on the % scale 0 is the no-effect control and ±100 the full control effect
Target sequence (P38398 whole entry, looked up): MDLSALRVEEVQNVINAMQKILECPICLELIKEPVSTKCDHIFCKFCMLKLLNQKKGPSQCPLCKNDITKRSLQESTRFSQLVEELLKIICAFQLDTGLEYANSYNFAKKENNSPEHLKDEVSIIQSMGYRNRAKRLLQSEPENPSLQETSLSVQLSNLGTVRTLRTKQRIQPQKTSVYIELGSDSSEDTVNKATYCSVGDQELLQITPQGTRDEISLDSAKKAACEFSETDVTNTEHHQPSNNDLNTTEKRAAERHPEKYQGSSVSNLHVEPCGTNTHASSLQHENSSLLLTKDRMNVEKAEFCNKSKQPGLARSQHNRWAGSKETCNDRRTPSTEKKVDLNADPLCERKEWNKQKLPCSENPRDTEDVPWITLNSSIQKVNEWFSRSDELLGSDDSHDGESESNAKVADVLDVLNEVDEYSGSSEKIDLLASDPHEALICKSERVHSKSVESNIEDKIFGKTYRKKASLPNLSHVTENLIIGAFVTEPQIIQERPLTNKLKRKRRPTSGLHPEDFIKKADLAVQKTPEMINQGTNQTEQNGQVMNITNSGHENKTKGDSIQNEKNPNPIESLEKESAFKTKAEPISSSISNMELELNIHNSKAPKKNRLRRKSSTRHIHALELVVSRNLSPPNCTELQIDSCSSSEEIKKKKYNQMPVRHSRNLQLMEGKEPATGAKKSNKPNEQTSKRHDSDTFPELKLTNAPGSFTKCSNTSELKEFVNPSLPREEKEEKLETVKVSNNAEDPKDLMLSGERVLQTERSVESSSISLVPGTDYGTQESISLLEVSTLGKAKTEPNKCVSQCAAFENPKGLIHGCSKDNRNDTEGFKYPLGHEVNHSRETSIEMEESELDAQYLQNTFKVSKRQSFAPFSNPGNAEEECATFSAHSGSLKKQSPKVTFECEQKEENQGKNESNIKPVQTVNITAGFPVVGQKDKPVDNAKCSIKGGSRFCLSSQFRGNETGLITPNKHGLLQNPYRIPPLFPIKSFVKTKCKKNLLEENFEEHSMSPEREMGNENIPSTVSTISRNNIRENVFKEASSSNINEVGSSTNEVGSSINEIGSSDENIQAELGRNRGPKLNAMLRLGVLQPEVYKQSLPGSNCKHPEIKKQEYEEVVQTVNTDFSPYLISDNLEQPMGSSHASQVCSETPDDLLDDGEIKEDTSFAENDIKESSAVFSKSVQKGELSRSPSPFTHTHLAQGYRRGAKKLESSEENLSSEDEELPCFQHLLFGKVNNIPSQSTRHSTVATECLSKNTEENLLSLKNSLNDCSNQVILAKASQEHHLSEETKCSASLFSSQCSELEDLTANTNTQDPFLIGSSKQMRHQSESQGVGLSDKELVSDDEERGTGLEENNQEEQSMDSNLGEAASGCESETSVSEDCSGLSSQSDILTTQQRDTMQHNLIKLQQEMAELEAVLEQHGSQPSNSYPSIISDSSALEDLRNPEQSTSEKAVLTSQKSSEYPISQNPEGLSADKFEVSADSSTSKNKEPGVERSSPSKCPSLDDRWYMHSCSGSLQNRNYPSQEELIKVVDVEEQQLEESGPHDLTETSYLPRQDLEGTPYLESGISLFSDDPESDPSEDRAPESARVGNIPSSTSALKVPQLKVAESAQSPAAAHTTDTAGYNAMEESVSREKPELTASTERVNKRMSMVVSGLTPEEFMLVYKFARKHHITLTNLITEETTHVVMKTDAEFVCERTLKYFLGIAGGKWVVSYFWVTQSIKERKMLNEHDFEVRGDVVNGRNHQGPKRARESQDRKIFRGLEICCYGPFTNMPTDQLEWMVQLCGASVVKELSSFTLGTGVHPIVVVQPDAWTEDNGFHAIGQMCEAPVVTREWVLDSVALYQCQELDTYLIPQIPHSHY
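Rhodamine-labelled pBACH1 10-mer (100 nM) bound to BRCT domain (100 nM) at pH 7.3; compounds incubated 12 min room temperature, polarization read. Free peptide defines full inhibition; unlabelled decapeptide titrated as control.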
HBB splice mod: modulators of hemoglobin beta chain splicing; HBB splicing reporter cell assay, activation; EGFP reporter with mutant IVS2-654 intron; response scale: normalised to 500 nM splice-correcting PNA; Potency, µM (doses to about 46.1 µM), for the others: top-dose activation, usual class: activators; 65,000 tested, 0.06% active; further: potency means the concentration at half of the fitted maximal effect; 0% is about no effect
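Compounds were applied for 2 days to HeLa EGFP-654 cells, 500/well in Optimem with 2% FCS. The reporter's EGFP is disrupted by mis-splicing of beta-globin intron IVS2-654. Readout: summed well GFP fluorescence from 488 nm laser scanning; reference was 500 nM antisense […] 654 PNA.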
CRE-bla Fsk: CRE-bla signaling modulation under forskolin stimulation; 71,000 tested, 2.5% active; Potency, µM (highest dose often 38.2 µM), inactives show at the highest dose activity change, negative = inhibition, usual class: activators; CHO CRE-bla reporter (cAMP response element driving beta-lactamase), forskolin EC10, beta-lactamase ratio; active means well fitted activation curve with a large enough effect in the signal ratio, with a control signal flat, not every such curve was filed as active; inconclusive means small, poorly fitted or top-dose-only effect, or effect the other way, or a change in a side signal; the % refers to the signal ratio; further: potency means the concentration at half of the fitted maximal effect; % of control where 0% means no effect
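Forskolin analogue NKH 477 at EC10 stimulated CRE-driven beta-lactamase in CHO cells alongside compound dilution series. Beta-lactamase was measured with CCF4, excitation 405 nm, emission ratio 460/530 nm.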
Epigenetic mod: epigenetic GFP locus derepression in mouse cells. Potency, µM (doses to about 46.1 µM), inactives show top-dose GFP derepression (activation). mouse C127i GFP locus derepression, cytometry, 30 h. 68,000 tested, 0.09% active; further: % of control where 0% means no effect
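Murine C127i mammary cells carrying a silenced, stably integrated CMV-driven GFP reporter were treated with compound for 30 hours at 37 C. After PBS washes, GFP-positive cells were counted by laser-scanning microplate cytometry.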
A350 autofl: A350 region autofluorescence. Compound autofluorescence, 340/450 nm, Alexa 350 dye-equivalents; active compounds read high. max dye-equivalent concentration, M. 59,000 tested, 11% active. AID 590; in the data active means max dye-equivalent concentration above about 10 nM; inconclusive means mostly about 1.1 nM to 9.6 nM
UbGFP stabilizer: ubiquitin-GFP accumulation via proteasome inhibition. 67,000 tested, under 10 active. Ubiquitin-GFP reporter cells, proteasome inhibition, GFP fluorescence; response scale: untreated = 0%, 10 µM MG-132 = 100%. AID 526. Potency, µM (top dose mostly 45.9 µM), without a hit: at the top dose activation (GFP accumulation), most hits filed as activators; active means well fitted activation curve with a large enough effect, not every such curve was filed as active; inconclusive means small, poorly fitted or top-dose-only effect, or another doubt; inactive means no such curve, though single readings can be large or run the other way; further: potency means the concentration at half of the fitted maximal effect
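GFP accumulation read-out: laser plate cytometry counting ubiquitin(G76V)-GFP-expressing U2OS cells after 4 hr compound exposure at 37 °C. Titrations spanned 46 uM to 2.9 nM; 0% = basal, 100% = 10 uM MG-132; concentration-response curves fitted.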
4MU fluor: compounds fluorescent in 4-MU spectral region; compound autofluorescence, 340/450 nm, 4-MU equivalents; active compounds read high; max dye-equivalent concentration, M; 59,000 tested, 11% active; in the data active means max dye-equivalent concentration above about 10 nM; inconclusive means mostly about 1.1 nM to 9.6 nM
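Intrinsic fluorescence at 340/450 nm (ex/em) was read after 15 min at room temperature in pH 8.0, 100 mM Tris. Each compound concentration expressed as 4-MU-equivalent concentration from a six-point 4-MU standard series on each plate.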
Hsp90 Hop PPI: changes Hsp90-Hop TPR2A binding signal, up or down. AlphaScreen TPR2A-His6 binding biotin-Hsp90 C-terminal peptide. Potency, µM (titrated, usually from 57 µM), inactives show at the top dose activity change, negative = inhibition. 71,000 tested, 0.44% active; active means well fitted curve in either direction with a large enough effect; inconclusive means small, poorly fitted or top-dose-only effect, or another doubt; further: potency means the concentration at half of the fitted maximal effect; on the % scale 0 is the no-effect control and ±100 the full control effect; many of its hits are not listed in these tables
BRCT inh green: blocks human BRCA1 BRCT binding to phosphopeptide, green readout | Potency, µM (titrated, usually from 76.9 µM), inactives show at the top dose activity change, negative = inhibition, usual class: inhibitors | 75,000 tested, 0.05% active | BRCA1 BRCT-phosphopeptide binding, green fluorescence polarization | P38398;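 further: potency means the concentration at half of the fitted maximal effect; plate controls were peptide without protein for full effect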
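Compounds were incubated for 12 min at room temperature with a complex of 100 nM fluorescein-tagged pBACH1 decapeptide and 250 nM His-tagged BRCT protein. Buffer was phosphate pH 7.3 with EDTA, DTT and Tween 20. Disruption of binding lowers the polarization signal.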
Pol III holo inh: inhibitors of bacterial DNA polymerase III holoenzyme; reconstituted DNA polymerase III holoenzyme replication, biochemical; 71,000 tested, 0.25% active; Potency, µM (top dose mostly 57.1 µM), for the others: at the highest dose activity change, negative = inhibition; further: potency means the concentration at half of the fitted maximal effect; on the % scale 0 is the no-effect control and ±100 the full control effect
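Reconstituted *E. coli* holoenzyme (0.35 nM Pol III, 1 nM beta, 154 nM SSB, 2 nM primase) was preincubated with compound for 15 min at RT. Synthesis on 1.4 nM ssM13Gori ran 35 min, then was stopped with PicoGreen/EDTA and read as dsDNA fluorescence.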
* hit, by the source's call; i = inactive; ? = inconclusive; . = not tested or not shown; [ ] = another dose, or the depositor's remark. Unless noted, the call rests on the fitted dose curve; in most records, active means well fitted curve in the direction sought with a large enough effect; inconclusive means small, poorly fitted or top-dose-only effect, or another doubt; inactive means no such curve, though single readings can be large; an effect the other way counts as inactive or inconclusive.

SMILES	ALOX15 inhib	BRCT PPI red	HBB splice mod	CRE-bla Fsk	Epigenetic mod	A350 autofl	UbGFP stabilizer	4MU fluor	Hsp90 Hop PPI	BRCT inh green	Pol III holo inh
COc1ccc(C2C(C(=O)N3CCCC3)CC(=O)N2c2ccc(OC)cc2)cc1 (configuration not stated)	1%	0.0%	-0.9%	-7%	2%	i	5%	i	0%	-0.1%	0%
Cn1c(=NC(=O)CSCC(=O)N2CCCC2)sc2ccccc21	21%	-2.4%	-3.4%	?	0%	2.2e-08M*	-10%	2.3e-08M*	-5%	-2.1%	3%
N#Cc1nc(-c2ccco2)oc1N1CCC(C(N)=O)CC1	1%	0.3%	3.9%[0.369 µM]	6%	0%	1.6e-08M*	2%	1.4e-08M*	-3%	-1.8%	-2%
CS(=O)(=O)Nc1ccc(OCc2ccccc2)cc1	2%[11.4 µM]	0.1%	-0.6%[0.0738 µM]	?	-1%	.	-15%[9.17 µM]	.	-5%[11 µM]	-1.6%	0%[11.4 µM]
COC(=O)C1C(=O)NC(SC)=C(C#N)C1c1ccccc1F (configuration not stated)	?	-0.6%	-0.1%	-4%	2%	i	-4%	i	-9%	-0.3%	-8%
COc1cc(CO)cc(Br)c1OCC(=O)O	?	3.1%	-0.8%	-6%	-2%	.	9%	.	-8%	-5.0%	-4%
CCOc1cc(C(=O)Nc2ncccn2)cc(OCC)c1OCC	12%	-0.4%	-0.9%	?	3%	i	-7%	i	-2%	-0.8%	-9%
COc1ccc(NC(=O)C2CCCN2S(=O)(=O)c2ccc3c(c2)CCC(=O)N3)c(OC)c1 (configuration not stated)	2%	1.4%	-0.5%	?	5%	.	-3%	.	-10%	-0.4%	2%
Cc1cccc(NC(=O)CCN2CC(C)OC(C)C2)c1 (configuration not stated)	6%	-0.4%	.	0%	0%	i	-1%	i	-2%	-2.7%	3%
CCOCCCNS(=O)(=O)c1ccc(NC(=O)c2ccccc2)cc1	1%	-1.0%	-1.9%	?	1%	i	4%	i	2%	1.5%	-2%
COC(=O)CSc1nnc(-c2ccoc2C)n1-c1ccc(C)cc1	13%	-0.8%	0.0%[57.5 µM]	3%	4%	i	-2%	i	-6%	-1.0%	0%
CCOc1cc(C(=O)NCc2ccncc2)cc(OCC)c1OCC	10%	-0.5%	-1.5%	7%	3%	?	1%	i	-2%	-0.6%	-8%
O=C(c1ccc(S(=O)(=O)Nc2ccccc2)cc1)N1CCOCC1	5%	-2.6%	-0.5%[57.5 µM]	1%	-3%	i	0%	i	-4%	-2.7%	-3%
CSc1ccc(C(=S)N2CCN(CCO)CC2)cc1	-19%	-0.4%	-0.1%	6%	-4%	i	-1%	i	1%	-0.8%	1%
O=C(NCCC1=CCCCC1)C1CCN(C(=O)Nc2ccccc2)CC1	1%	0.0%	0.3%[57.5 µM]	1%	3%	i	-2%	i	-2%	-3.2%	-5%
CCCS(=O)(=O)N1CCN(C(=O)c2ccccc2F)CC1	3%	0.2%	1.3%	-1%	0%	i	5%	i	0%	-2.6%	-5%
Cc1noc(C)c1CSc1nc2sc(C)c(C)c2c(=O)n1C1CCCC1	-14%	-1.9%	-1.5%	2µM*	1%	i	-3%	i	0%	-1.3%	0%
CC(=O)Nc1cc2nn(-c3ccccc3)nc2cc1Cl	?	-0.8%	.	4%	0%	5e-08M*	2%	6e-08M*	-2%	1.1%	-6%
CCC1(CC)C(=O)NC(=O)NC1=NCCc1c[nH]c2ccccc12	-4%	-0.7%	-2.1%	-4%	3%	i	-5%	i	-7%	-2.2%	-15%
Cc1c2c(nc3ccccc13)-c1cccc(=O)n1C2	.	-7.6%	1.4%	1.6µM*	.	.	.	.	-5%	-2.6%	-9%
CS(=O)(=O)N(CCc1ccccc1)CC(=O)NCc1ccco1	?	-0.2%	-1.1%	-1%	0%	i	8%	i	-3%	0.0%	-1%
CCCC(c1nnnn1CS(=O)(=O)c1ccc(C)cc1)N1CCN(c2ccc(F)cc2)CC1 (configuration not stated)	-6%	-1.9%	-1.8%	-9%	1%	i	1%	i	-5%	-0.8%	-1%
CN(CCNC(=O)Cn1c(=O)sc2ccccc21)Cc1ccccc1	0%	0.1%	-0.6%	-9%	.	.	6%	.	-2%	1.5%	3%
Cc1cc(C)c(C#N)c(=N)o1	?	-0.9%	-0.3%	-5%	-2%	i	2%	i	-4%	-0.7%	-5%
Cc1cc(N2CCN(c3ccccc3)CC2)nc(-c2ccccc2)n1	-1%	-0.7%	-4.2%	?	-2%	?	2%	i	7%	-1.1%	4%
Other structures:
SMILES	ALOX15 inhib	BRCT PPI red	HBB splice mod	CRE-bla Fsk	Epigenetic mod	A350 autofl	UbGFP stabilizer	4MU fluor	Hsp90 Hop PPI	BRCT inh green	Pol III holo inh
CCOC(=O)c1cccc(S(=O)(=O)N(CCO)Cc2cc3cc(OC)c(OC)cc3[nH]c2=O)c1	7%	0.3%	0.0%[57.5 µM]	-7%	4%	1.6e-08M*	4%	1.5e-08M*	0%	-1.6%	-9%
O=C(c1ccco1)n1nc(-c2ccccc2)nc1NCc1ccco1	-21%	-1.2%	-1.1%	-4%	-2%	3.6e-08M*	1%	1.1e-08M*	1%	0.4%	5%
CC(C)=CCc1c(C)nc2ccccc2c1C(=O)O	-5%	-0.9%	6.2%[0.369 µM]	-7%	2%	?	-5%	?	-2%	-2.8%	0%
O=c1c(-c2ccc3c(c2)OCCO3)coc2c(CN3CCOCC3)c(O)ccc12	7%	-0.7%	1.4%[0.369 µM]	-9%	0%	1.2e-07M*	.	8.9e-08M*	-5%	-0.8%	-1%
O=C(Nc1nccs1)NC1CCCCC1	6%	0.4%	-0.1%[57.5 µM]	-15%	0%	i	-1%	i	-3%	-1.3%	-1%
CCC(CC)C(=O)NCCc1cc2ccc(C)cc2[nH]c1=O	10%	0.9%	0.2%	-2%	.	.	-1%	.	-1%	0.7%	-1%
COc1ccc(-n2c(SC)nc(O)cc2=O)cc1	13%[11.4 µM]	-1.3%	-1.2%[0.0738 µM]	-27%[7.6 µM]	0%	.	5%[9.17 µM]	.	-7%[11 µM]	-1.1%	0%[11.4 µM]
O=C(Nc1ccccc1)N1CCCC2(CCNCC2)C1	9%	-2.2%	-1.5%	-12%	9%[9.22 µM]	i	11%	i	2%	-0.3%	2%
COc1cc(NS(=O)(=O)c2ccc(NC(=O)CSC3=NCCS3)cc2)nc(OC)n1	-7%	-2.4%	-1.9%	-12%	2%	i	6%	i	-4%	-4.7%	-2%
CNC(=O)Cn1c(=O)n(C)c2ccccc21	13%	-0.7%	1.0%	0%	-2%	i	-6%	i	-1%	1.6%	-4%
Cn1c(SCC(=O)N2CCc3ccccc32)nnc1C1CC1	-23%	-1.2%	-0.5%[57.5 µM]	-2%	0%	8.3e-07M*	1%	7e-07M*	-4%	1.2%	-4%
CN(Cc1cc2ccccc2[nH]c1=O)S(C)(=O)=O	-6%	1.0%	-0.8%	-7%	3%	i	-1%	i	-2%	-0.4%	-4%
Cc1nnc(SCC(=O)N2CCCCC2)s1	5%	-0.1%	-0.1%	-6%	3%	i	10%	i	-5%	-0.7%	-12%
Cc1cc(C)cc(-n2nnc(C(=O)NCc3ccco3)c2N)c1	-3%	0.1%	-0.5%	?	0%	i	-10%	i	-5%	-0.6%	1%
CCN(CC)CCNC(=O)c1cn(C)c2ccc(S(=O)(=O)N(C)C3CCCCC3)cc2c1=O	1%	-0.6%	0.6%	-8%	.	.	-2%	.	-1%[2.3 µM]	-1.9%	-1%
CN(C)c1cc2c(Nc3ccc4c(cnn4Cc4ccccc4)c3)ncnc2cn1	?	-3.4%	0.9%	?	-2%	i	-5%	i	20%	-2.5%	5%
COCCNC(=O)COC(=O)c1nsc(Cl)c1Cl	0%	-1.8%	-0.5%	-6%	0%	i	3%	i	-3%	0.4%	-3%

Results in BRCT inh green, for 4 of the compounds above:
Compound,BRCT inh green
O=C(c1ccco1)n1nc(-c2ccccc2)nc1NCc1ccco1,0.4%
CC(C)=CCc1c(C)nc2ccccc2c1C(=O)O,-2.8%
O=c1c(-c2ccc3c(c2)OCCO3)coc2c(CN3CCOCC3)c(O)ccc12,-0.8%
O=C(Nc1nccs1)NC1CCCCC1,-1.3%

Entries of single compounds, looked up by structure. Values in the order: ALOX15 inhib	BRCT PPI red	HBB splice mod	CRE-bla Fsk	Epigenetic mod	A350 autofl	UbGFP stabilizer	4MU fluor	Hsp90 Hop PPI	BRCT inh green	Pol III holo inh
`Cn1c(SCC(=O)N2CCc3ccccc32)nnc1C1CC1` in the list: -23%	-1.2%	-0.5%[57.5 µM]	-2%	0%	8.3e-07M*	1%	7e-07M*	-4%	1.2%	-4%
`CNC(=O)Cn1c(=O)n(C)c2ccccc21` in the list: 13%	-0.7%	1.0%	0%	-2%	i	-6%	i	-1%	1.6%	-4%
